High-throughput results: PubChem, National Center for Advancing Translational Sciences (NCATS)
RXFP1 antagonist: qHTS Assay for Antagonists of the Relaxin Receptor RXFP1. Relaxin receptor 1 (Homo sapiens), Q9HBX9. HEK293-RXFP1, relaxin-stimulated cAMP HTRF, 30 min; hits give low values. activity change, negative = inhibition, % at 57.5 µM. actives 0.59% (n = 350,000);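 active = activity change of -60% or lower, but not beyond a set lower limit; inconclusive = change between -60% and -40%, or beyond the set limit; inactive = change above -40%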; also: % is scaled to controls: 0 for no effect and ±100 for the full control effect
Target sequence (Q9HBX9 whole entry, looked up): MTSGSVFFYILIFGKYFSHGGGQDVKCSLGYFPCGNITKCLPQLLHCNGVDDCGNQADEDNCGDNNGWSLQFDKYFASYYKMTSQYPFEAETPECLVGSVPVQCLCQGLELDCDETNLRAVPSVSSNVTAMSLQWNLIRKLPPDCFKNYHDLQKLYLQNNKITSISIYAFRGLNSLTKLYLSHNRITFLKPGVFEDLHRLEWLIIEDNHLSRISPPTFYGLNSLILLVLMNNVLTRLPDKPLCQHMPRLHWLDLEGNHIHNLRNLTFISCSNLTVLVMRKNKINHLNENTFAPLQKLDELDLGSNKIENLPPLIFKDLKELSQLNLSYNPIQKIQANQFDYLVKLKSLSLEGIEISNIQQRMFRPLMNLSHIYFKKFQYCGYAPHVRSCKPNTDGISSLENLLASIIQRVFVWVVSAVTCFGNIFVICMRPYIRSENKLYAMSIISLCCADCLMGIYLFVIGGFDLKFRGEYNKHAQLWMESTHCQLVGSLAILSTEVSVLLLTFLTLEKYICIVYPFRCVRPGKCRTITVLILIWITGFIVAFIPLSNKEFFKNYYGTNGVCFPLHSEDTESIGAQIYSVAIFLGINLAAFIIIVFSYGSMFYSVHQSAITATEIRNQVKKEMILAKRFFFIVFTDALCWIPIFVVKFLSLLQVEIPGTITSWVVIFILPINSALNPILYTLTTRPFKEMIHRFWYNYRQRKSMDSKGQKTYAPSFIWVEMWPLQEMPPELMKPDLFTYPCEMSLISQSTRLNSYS
D1 ag: Allosteric Agonists of the Human D1 Dopamine Receptor: qHTS | activation, % at 2 µM | HEK293 T-REx D1 cells, calcium flux, agonist mode | D(1A) dopamine receptor (Homo sapiens), P21728 | AID 504660, 2011 | actives 1% (n = 360,000); in the data active = activation above about 30%; also: 0% is about no effect
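Inducible HEK293 T-REx D1 cells, force-coupled to calcium signalling, were plated at 4000 cells/well with tetracycline and held overnight at 30 C. After no-wash calcium dye loading, compound-evoked calcium rise over 180 s flagged agonists.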
D1 antag: Antagonist of Human D 1 Dopamine Receptor: qHTS. D(1A) dopamine receptor (Homo sapiens), P21728. AID 504652, 2011. HEK293 TREx D1 cells, calcium flux, dopamine EC80; hits give low values. actives 3.2% (n = 360,000). activity change, negative = inhibition, % at 10 µM; in the data active = activity change below about -30%; also: % is scaled to controls: 0 for no effect and ±100 for the full control effect
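Allosteric or orthosteric antagonism assessed as attenuation of the calcium response to EC80 dopamine, added 180 s after compound, in induced HEK293 Trex D1 cells loaded with no-wash calcium dye.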
Vif-A3G inh: qHTS for Inhibitors of Vif-A3G Interactions: qHTS; DNA dC->dU-editing enzyme APOBEC-3G (Homo sapiens), Q9HC16; HeLa A3G-eYFP + Vif (tagged APOBEC3G with the HIV-1 protein that degrades it), YFP fluorescence, overnight; Potency, µM (titrated, usually from 46.1 µM), for inactives: at the top dose activity, negative = active, actives largely listed as inhibitors; actives 0.076% (n = 410,000);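 also: potency is read from the fitted curve at half-maximal effect; % is scaled to controls: 0 for no effect and ±100 for the full control effect; nearly all actives have a fitted effect of over 60% in size; hits raise eYFP signal because A3G escapes Vif-driven loss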
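Read-out is eYFP fluorescence (Ex 488/Em 500-530) from Vif-expressing HeLa A3G-eYFP cells; more signal means A3G escaped Vif-mediated degradation. Cells plated overnight, compound pinned in, incubated overnight at 37 deg C.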
D1 PAM: Potentiators of Human D1 Dopamine Receptor: qHTS; potentiation, % at 10 µM; AID 504651, 2011; D(1A) dopamine receptor (Homo sapiens), P21728; HEK293 TREx D1 cells, calcium flux, dopamine EC20 potentiation; actives 0.036% (n = 360,000); in the data active = potentiation above about 30%; also: 0% is about no effect
Glioma ERSR ind: qHTS for Inducers of the Endoplasmic Reticulum Stress Response (ERSR) in Human Glioma: qHTS; Potency, µM, inactives show at the highest dose activation, hits mostly activators; actives 0.02% (n = 420,000); U87-MG GRP78 promoter luciferase reporter, 16 h; also: potency is read from the fitted curve at half-maximal effect; series mostly up to about 76 µM; % of control where 0% means no effect; nearly all actives have a fitted effect of over 35% in size
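Stably transfected U87-MG glioma cells carrying a GRP78-based luciferase sensor; 16 h compound incubation. Luminescence end-point read 10 min after Bright-Glo addition at room temperature.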
D2 potentiator: HTS Assay for Positive Allosteric Modulators of the Human D2 Dopamine Receptor: Primary Screen for Potentiators. D(2) dopamine receptor (Homo sapiens), P14416. HEK293 T-REx D2, calcium flux, EC20 dopamine potentiation. potentiation, % at 10 µM. actives 0.34% (n = 340,000). AID 485347, 2010;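 active = potentiation over 3 SD above the plate norm, cut at about 30% in these data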; also: 0% is about no effect
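Primary screen. Calcium kinetics in induced HEK293 T-REx D2 cells: compound pre-addition 180 s, EC20 dopamine, 180 s more.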
Vif-A3F inh: qHTS for Inhibitors of Vif-A3F Interactions: qHTS; AID 602313, 2012; HeLa A3F-eYFP + Vif (tagged APOBEC3F with the HIV-1 protein that degrades it), YFP fluorescence increase; Potency, µM (series often up to 46.1 µM), inactives show at the top dose activity, negative = active; actives 0.2% (n = 390,000); also: potency is read from the fitted curve at half-maximal effect; % of control where 0% means no effect; nearly all actives have a fitted effect of over 65% in size
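HeLa cells stably expressing Vif plus C-terminally eYFP-tagged A3F were seeded, incubated overnight at 37 deg C, dosed with compound, incubated overnight again at 37 deg C. Yellow fluorescence (Ex 488/Em 500-530) reported blocked Vif-mediated A3F-eYFP degradation.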
RXFP1 agonist: qHTS Assay for Agonists of the Relaxin Receptor RXFP1; actives 0.3% (n = 370,000); Potency, µM (top dose mostly 57.5 µM), for the others: at the highest dose activation, actives largely listed as activators; HEK293T-RXFP1 cAMP TR-FRET, 30 min; response scale: percent of porcine relaxin response, buffer zero; AID 2676, 2010; also: potency is read from the fitted curve at half-maximal effect; % is scaled to controls: 0 for no effect and ±100 for the full control effect; nearly all actives have a fitted effect of over 60% in size; many of its hits are not listed in these tables
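HEK293 cells stably expressing RXFP1, treated 30 min at 37C with compounds plus PDE4 inhibitor Ro 20174; cAMP measured by HTRF TR-FRET. Normalized to buffer and 29 nM porcine relaxin; EC50 by Hill fit.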
An asterisk follows results filed as active; ? = inconclusive; . = no result given. Unless noted, calls follow the shape of the dose curve; as a rule, active = well fitted curve in the direction sought with a large enough effect; inconclusive = small, poorly fitted or top-dose-only effect, or another doubt; inactive = no such curve, though single readings can be large; an effect the other way counts as inactive or inconclusive. This is a subset. The share of hits here may be higher or lower than overall.

SMILES | RXFP1 antagonist | D1 ag | D1 antag | Vif-A3G inh | D1 PAM | Glioma ERSR ind | D2 potentiator | Vif-A3F inh | RXFP1 agonist
CC1Cc2ccccc2N1S(=O)(=O)c1cccc2nsnc12 (configuration not stated) | -8 | 3 | -24 | 0% | -4 | -2% | -2 | -3% | 1.1%
COCCCN1C(=O)CC(C(=O)OC)=C1C | -4 | 8 | -4 | 0% | 0 | 4% | 14 | 4% | 0.3%
Cc1ccc(S(=O)(=O)Nc2ccc(S(=O)(=O)NCC3CCCO3)cc2)cc1 (configuration not stated) | 1 | 6 | -19 | 1% | -5 | -3% | . | 9% | -0.2%
CCc1ccc(CN(C)C(=O)CC2C(=O)NCCN2Cc2ccoc2)cc1 (configuration not stated) | -6 | 1 | 4 | -1% | -5 | -4% | -8 | 4% | -1.9%
O=C(Cn1nc(Cl)nc1Cl)c1cc2ccccc2oc1=O | 7 | 0 | -12 | -7% | -5 | 0% | -14 | 2% | 2.9%
CCOc1ccc(N(CC(=O)N2CCOCC2)S(=O)(=O)c2ccc(SC)cc2)cc1 | 7 | 2 | -7 | 2% | 5 | -5% | 0 | 7% | 1.7%
NC(=O)C1CCN(c2oc(-c3ccccc3F)nc2S(=O)(=O)c2ccc(Cl)cc2)CC1 | -6 | -1 | 6 | -4% | -5 | 0% | . | -1% | 1.1%
COCCOC(=O)c1c(NC(=O)CNCc2ccco2)sc(C(N)=O)c1C | -8 | 4 | -35* | -2% | -5 | -7% | 15 | ? | 2.7%
CCOc1ccc(S(=O)(=O)NC2CC2)cc1C(N)=O | 9 | 7 | -5 | 1% | 15 | 6% | . | 13% | 1.9%
Cc1cccc(-c2noc(CN(C(=O)C(c3ccccc3)c3ccccc3)C(C)C)n2)c1 | . | 6 | 6 | -7% | . | -3% | -1 | -3% | -0.1%
O=C(Nc1ccc(Br)cc1)c1cccc(S(=O)(=O)N2CCc3ccccc32)c1 | . | 11 | -21 | -1% | -4 | -1% | -16 | -2% | -0.6%
N#CCOc1nc(N2CCCC2)nc(N2CCCC2)n1 | -2 | 1 | 5 | -2% | -4 | -7% | -2 | 0% | 0.1%
CNC[C@@H]1OCc2cnnn2CCCC(=O)N([C@H](C)CO)C[C@H]1C | -6 | . | . | 2% | . | -4% | . | -1% | .
Oc1ccc(-c2cnc(-c3ccc(O)cc3)nc2)cc1 | -5 | 4 | -7 | -8% | -7 | -10% | -12 | -20% | 3.7%
COc1cccc(NCCC(=O)c2cccc([N+](=O)[O-])c2)c1 | -7 | 2 | -5 | 0% | -7 | -1% | -7 | -4% | 3.1%
CCC(C)(C)NCC(=O)Nc1ccc(OC(F)(F)F)cc1 | 9 | 5 | 3 | 2% | 0 | 0% | 4 | -15% | 0.0%
Cc1ccc(C(=O)Nc2ccc(C(=O)NCC3CCCO3)cc2)cc1 (configuration not stated) | 9 | 1 | 2 | 1% | -6 | -4% | . | 6% | 0.6%
COc1ccccc1CCC(=O)OCC(=O)Nc1cc(S(=O)(=O)N2CCOCC2)ccc1C | 4 | 1 | -29 | 0% | -5 | -2% | -6 | 3% | 1.3%
CN(C(=O)C1CC1)C1CCS(=O)(=O)C1 (configuration not stated) | 0 | 1 | 14 | 2% | 1 | -2% | -17 | ? | 0.1%
COc1ccccc1C/C(N)=N/OC(=O)c1ccco1 | 1 | 0 | 6 | -9% | -2 | 3% | -4 | -1% | 0.8%
CCOC(=O)N1CCN(Cc2nc(-c3cccc(Cl)c3)no2)CC1 | -2 | 3 | -22 | -5% | 2 | -1% | 12 | 14% | 1.1%
CCOc1ccccc1NC(=O)CCn1c(=O)oc2ccccc21 | 15 | . | . | -2% | . | -2% | . | -5% | 0.4%
CCOC(=O)c1c(C)[nH]c(C)c1S(=O)(=O)N(C)CC(=O)Nc1ccc(OC)cc1 | . | 4 | 13 | 3% | 4 | -1% | 0 | 0% | 0.0%
C=Cn1cc[n+](CC(=O)c2ccc(OC)c(OC)c2)c1 | 18 | 5 | 11 | 0% | -1 | -5% | 7 | -7% | -1.1%
Cc1ccc(S(=O)(=O)N2CCC(C(=O)Nc3ccncc3)CC2)cc1 | -10 | 1 | -17 | 2% | -8 | -5% | 17 | 11% | 1.4%
Cc1ccc2[nH]c(=O)c(-c3nc4cc(C)ccn4c3NCc3ccco3)cc2c1 | -10 | 1 | -7 | -11% | -2 | 1% | -5 | -4% | 0.2%
CNC(=O)c1c[nH]n2c(=O)c(Cc3ccccc3F)c(C)nc12 | . | 3 | -2 | -2% | -2 | 2% | -13 | 2% | 1.4%
N#CC(Cc1cccc(CC(C#N)(c2ccccc2)c2ccccc2)c1)(c1ccccc1)c1ccccc1 | . | 4 | -4 | 2% | 0 | -5% | -4 | 0% | -1.8%
O=c1cc(-c2ccccc2)[nH][nH]1 | -10 | -1 | -6 | 1% | -9 | 0% | -2 | -3% | -0.8%
Cc1cc2cc(C)c(NCCNC(=O)c3ccccc3Cl)nc2cc1C | -17 | 9 | -26 | 3% | -9 | -1% | 12 | 2% | -0.9%
Cc1ccccc1N1CCN(S(=O)(=O)c2nnc(NC(=O)c3ccc(Cl)cc3)s2)CC1 | -17 | 0 | 6 | 2% | 5 | -5% | -8 | 2% | -0.2%
COc1ccc(NC(=O)Nc2sc(=S)n(C)c2C)cc1 | 28 | 4 | -10 | -1% | -4 | -1% | -6 | -1% | -0.5%
CCCN(CCC)CCCNC(=O)Cn1cnc2onc(-c3ccc(F)cc3)c2c1=O | . | 1 | -3 | 2% | -2 | -5% | 4 | 6% | 15%
CCc1ccccc1NC(=O)CSc1nnc([C@@H](N)Cc2ccccc2)o1 | 16 | 2 | 6 | 2% | 0 | -2% | -7 | 3% | -2.4%
COc1cccc(/C=N/N2C(=O)NC3(CCCCC3)C2=O)c1O | 10 | 2 | -5 | 1% | 0 | -2% | -3 | 1% | -0.1%
O=C(Nc1ccc(S(=O)(=O)Nc2nccs2)cc1)c1ccc(F)cc1 | -3 | -1 | 0 | -4% | 2 | 1% | . | -4% | -0.2%
O=C(c1ccco1)N(Cc1ccco1)Cc1cc2ccccc2[nH]c1=O | -31 | 1 | 2 | 2% | 1 | -3% | 10 | 2% | 0.4%
C=CCNC(=O)C1CC(=O)N(c2ccc(OCc3ccc(F)cc3)cc2)C1 (configuration not stated) | -7 | 7 | -6 | -1% | -3 | -6% | -1 | 1% | -3.2%
Cc1ccc(Cn2c(SCC(C)C)nc3c2c(=O)n(C)c(=O)n3C)cc1 | 4 | 14 | -3 | 1% | 2 | -3% | 1 | 5% | -0.2%
COc1ccc(CNS(=O)(=O)c2ccc3c(c2)NC(=O)C(C)C(=O)N3)cc1 (configuration not stated) | 15 | 14 | 5 | 5% | -2 | 2% | 7 | 7% | -2.6%
COc1cc(OC)c(NC(=O)NCc2cccn2Cc2ccccc2)cc1Cl | -24 | 0 | -17 | 2% | -5 | -1% | -13 | 1% | 4.4%
Fc1ccc(N2CCN(/C=C/c3nnnn3-c3ccccc3)CC2)cc1 | -36 | 10 | -3 | -1% | -4 | -2% | 1 | -1% | -1.7%
C=Cc1ccc(CSc2nc(-c3ccc(Cl)cc3)nc3c2Cc2c(CO)cnc(C)c2O3)cc1 | -27 | 1 | -13 | -1% | -6 | -2% | 1 | -2% | 1.5%
Cc1ccc(-n2c(=O)c3sccc3n(CC(=O)N3CCCC3)c2=O)cc1 | -9 | 1 | 29 | 1% | 0 | -1% | 5 | -3% | 0.8%
COc1ccc(-c2csc(NC(=O)c3ccccc3NS(=O)(=O)c3ccc(C)cc3)n2)cc1 | ? | 9 | -40* | -19% | -9 | 1% | -6 | -2% | 3.1%
CCCCC(=O)Nc1ccc(S(=O)(=O)N2CCCCC2c2cccnc2)cc1 (configuration not stated) | -3 | 1 | 2 | 2% | 5 | -6% | 3 | 4% | -6.7%
COc1ccc(S(=O)(=O)c2c(O)c(C)cc(NC(=O)c3ccccc3)c2C(C)C)cc1 | . | 1 | -11 | 2% | -5 | -3% | -8 | -1% | -1.5%
COc1ccc(-n2cc(-c3ccccc3)c3c(NCCCN4CCOCC4)ncnc32)cc1 | -9 | 1 | 27 | 0% | -1 | -6% | -29 | -1% | 2.8%
CC(C)CNC(=O)C1CCCN1S(=O)(=O)c1ccc(Cl)cc1 (configuration not stated) | -2 | 1 | -2 | -1% | -3 | -2% | -9 | 6% | 0.1%
COc1ccc(NC(=S)NC(=O)/C=C/c2ccco2)c(OC)c1 | -81* | 2 | 13 | 1% | -5 | -3% | 0 | -12% | 1.3%

The results go on.
SMILES | RXFP1 antagonist | D1 ag | D1 antag | Vif-A3G inh | D1 PAM | Glioma ERSR ind | D2 potentiator | Vif-A3F inh | RXFP1 agonist
C[C@@H]1CN([C@H](C)CO)C(=O)c2cc(/C=C/c3ccccc3)cnc2O[C@H]1CN(C)C(=O)NC1CCCCC1 | 0 | . | . | -4% | . | 2% | . | -2% | .
N#C/C(=C\c1cccs1)C(=O)NCC1CCCO1 (configuration not stated) | -1 | 4 | 0 | 0% | 5 | 7% | -8 | 1% | -1.8%
COC(=O)c1cc(NC(=O)CCc2c(C)nc3c(c(C)nn3C(C)(C)C)c2C)cc(C(=O)OC)c1 | . | 0 | -9 | -6% | -2 | -4% | 8 | -2% | -0.2%
Cn1c(=O)oc2cc(S(=O)(=O)N3CCCC(C(=O)NC4CCCc5ccccc54)C3)ccc21 (configuration not stated) | . | 4 | -13 | 4% | -6 | -4% | 11 | 0% | -0.4%
COCC(=O)Nc1cc(Cl)c(OC)cc1OC | 6 | 0 | 4 | 2% | -3 | -4% | 6 | -7% | -1.3%
